From PubChem
NPR2 activator = GC-B (human) receptor activation. actives 0.11% (n = 370,000). P20594. activation, % at 10 µM. HEK293-GC-B cells, CNP EC30, cGMP TR-FRET; 0% at EC30 CNP, 100% saturating CNP;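 active = activation at 10 µM reaching about 35% in either raw or pattern-adjusted values, limit read from the data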
PRMT1 inh = PRMT1 (human) inhibition, primary screen. recombinant PRMT1, activity-based probe fluorescence polarization. AID 652257. actives 1.3% (n = 370,000). Q99873. inhibition, % at 2.79 µM;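 active = inhibition above about 21% made by adding two undisclosed values, limit read from the data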
UHRF1 binding = UHRF1 methyl-DNA binding inhibition; Q96T88; UHRF1 binding to methylated oligo, TR-FRET; inhibition, % at 4.4 µM; actives 0.75% (n = 370,000); AID 687016; in the data active = inhibition above about 21%;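 note: UHRF1 SRA domain binding a hemimethylated CpG hairpin DNA probe; 0% = median of test compound wells and 100% = reference inhibitor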
TCR-CD3 inh = inhibitors of human TCR-CD3 interaction; TAMRA-labeled TCR probe fluorescence, biochemical; inhibition, % at 9.4 µM; actives 0.37% (n = 360,000); in the data active = inhibition above about 19%;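 note: recombinant mutant TCR 2C K166C tagged with TAMRA read by polarization; 0% = receptor in buffer alone and 100% = receptor with positive control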
GC-A act = GC-A (human) enzyme activation; P16066; HEK293 GC-A cells, cGMP TR-FRET, EC30 ANP; 0% at EC30 ANP, 100% saturating ANP; activation, % at 10 µM; actives 0.14% (n = 370,000); AID 1671463; in the data active = activation above about 40%
SIAE primary = human SIAE inhibition, primary screen. AID 1053197. inhibition, % at 9.66 µM. SIAE FP-Rh probe binding, fluorescence polarization. actives 0.69% (n = 370,000). Q9HAT2;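 active = inhibition above a cutoff: mean of compounds within the control limits plus 3 SD of those, cut at about 17% in these data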;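 note: 0% = plate median of compound wells and 100% = probe without SIAE protein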
HTRA1 inhibitor = HTRA1 (human) protease inhibition; Q92743; inhibition, % at 5.96 µM; actives 0.5% (n = 340,000); recombinant HTRA1, FP-rhodamine activity-based probe, fluorescence polarization; AID 504803; in the data active = inhibition above about 36%;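 note: 0% = enzyme with DMSO and 100% = wells lacking enzyme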
Target sequence (Q92743 whole entry, looked up): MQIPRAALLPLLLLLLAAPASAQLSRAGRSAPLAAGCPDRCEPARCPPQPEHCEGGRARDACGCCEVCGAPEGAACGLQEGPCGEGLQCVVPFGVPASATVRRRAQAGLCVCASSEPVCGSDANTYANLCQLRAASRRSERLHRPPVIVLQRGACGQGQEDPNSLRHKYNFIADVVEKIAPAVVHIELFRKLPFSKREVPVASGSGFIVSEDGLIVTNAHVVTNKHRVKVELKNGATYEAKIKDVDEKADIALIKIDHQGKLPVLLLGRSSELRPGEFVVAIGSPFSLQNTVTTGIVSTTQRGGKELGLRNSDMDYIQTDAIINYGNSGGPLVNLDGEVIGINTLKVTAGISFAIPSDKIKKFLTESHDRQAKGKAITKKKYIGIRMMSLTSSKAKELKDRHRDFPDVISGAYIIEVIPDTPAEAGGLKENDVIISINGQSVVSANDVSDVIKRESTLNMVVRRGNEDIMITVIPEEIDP
rCAG RNA binder = molecules binding r(CAG) RNA repeats; AID 651821; inhibition, % at 3 µM; actives 1.3% (n = 370,000); r(CAG) RNA repeat, TO-PRO-1 dye displacement fluorescence;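 active = inhibition above the plate cutoff, the mean of all test compounds on that plate plus 3 SD, cut at about 35% in these data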;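 note: 0% = DMSO alone and 100% = 100 µM mitoxantrone as full dye displacement; higher means more dye released from RNA so lower well fluorescence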
MBD2 inh = inhibitors of human MBD2 binding to methylated oligonucleotide. Q9UBB5. TR-FRET. inhibition, % at 4.4 µM. actives 0.31% (n = 370,000); in the data active = inhibition above about 13%
Target sequence (Q9UBB5 whole entry, looked up): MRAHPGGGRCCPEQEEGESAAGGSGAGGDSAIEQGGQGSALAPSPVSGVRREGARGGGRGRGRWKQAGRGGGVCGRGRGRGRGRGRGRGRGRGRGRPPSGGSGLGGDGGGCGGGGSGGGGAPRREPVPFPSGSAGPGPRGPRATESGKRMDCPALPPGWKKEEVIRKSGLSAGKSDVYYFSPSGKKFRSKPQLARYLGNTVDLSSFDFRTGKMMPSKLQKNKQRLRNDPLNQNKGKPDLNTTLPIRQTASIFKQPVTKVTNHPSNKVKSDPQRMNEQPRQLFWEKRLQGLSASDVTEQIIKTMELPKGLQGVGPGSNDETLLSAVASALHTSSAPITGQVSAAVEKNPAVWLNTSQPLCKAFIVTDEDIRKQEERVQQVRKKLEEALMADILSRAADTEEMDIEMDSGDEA
mABHD4 FP = ABHD4 (mouse) inhibition, primary FP screen; Q8VD66; purified mABHD4, FP-Rh probe fluorescence polarization; inhibition, % at 8.92 µM; actives 0.54% (n = 370,000); AID 720543;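 active = inhibition exceeding the mean over every tested compound plus 3 SD, cut at about 30% in these data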;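 note: 0% = plate median of compound wells and 100% = S159A mutant with DMSO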
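Assay system: wild-type mouse ABHD4 protein; compound: single nominal dose of 8.92 µM, 0.89% DMSO final; schedule: 45 min + 60 min at 25 °C; measured by: FP readout, ex 525 nm / em 598 nm; evaluation: % inhibition of FP-Rh probe binding versus controls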
Numbers without * were called inactive; · = not tested or not shown.

SMILES	NPR2 activator	PRMT1 inh	UHRF1 binding	TCR-CD3 inh	GC-A act	SIAE primary	HTRA1 inhibitor	rCAG RNA binder	MBD2 inh	mABHD4 FP
CCOc1cc(NC(=S)NCCCN2CCOCC2)c(OCC)cc1NC(=O)c1ccc(OC)cc1	0	4	3	-4	-3	6	3	-5	3	5
CN(C)C(=O)c1cc(Br)ccc1Cl	-2	3	1	-2	-2	-1	-5	5	-2	-3
Cc1ccc(C)c(Nc2nc3ccc(C)cc3n3cnnc23)c1	-5	1	1	2	5	-1	2	3	-4	-7
COc1ccc(C(C)C)cc1S(=O)(=O)N1CCC(C(=O)NCc2cccnc2)CC1	4	3	1	-4	-1	-1	8	-4	6	-2
COc1ccc2[nH]c(C)c(C(=O)CN3CC(C)OC(C)C3)c2c1 (stereo unspecified)	4	2	1	3	-4	3	7	-4	3	-8
COc1ccc(C(=O)C2CCCN(Cc3ccc(C#CCCO)cc3)C2)cc1F (stereo unspecified)	3	1	1	-4	2	2	-8	-5	5	4
COCCN(Cc1cccs1)S(=O)(=O)c1csc(C(N)=O)c1	-3	1	3	-1	0	3	1	1	-3	2
NCCC(=O)NCCc1cnc[nH]1	5	8	4	-1	5	4	0	0	-1	-6
O=C(O)C1CC1C(=O)Nc1nc2c(Cl)cccc2s1 (stereo unspecified)	0	1	2	4	0	0	2	1	2	2
C/C(=C(\C#N)C(=O)NCCCN1CCOCC1)N(C)C	2	-2	0	11	-10	0	2	0	-4	1
Cn1c(N)c(Br)c(-c2ccc(F)cc2)c(C#N)c1=O	-4	0	3	1	-3	-4	11	-1	1	7
Cc1ccccc1NC(=O)Cn1c(=O)n(-c2ccc(CC(=O)NCC3CCCO3)cc2)c(=O)c2ccccc21 (stereo unspecified)	4	1	-1	-4	-3	2	1	4	-6	1
O=C(N/N=C/c1ccc[nH]1)c1c[nH]c2ccccc12	-3	1	-4	4	2	6	-11	0	-7	1
COc1ccc(C(C#N)=Cc2ccccc2OC)cc1	-7	3	4	-4	-5	1	-23	2	4	-4
O=C(Nc1ccncc1)c1cn(-c2ccccc2)nc1-c1cccs1	-9	1	1	-7	-10	-41	-69	8	4	-68
Cc1cc(/C=C2\SC(=Nc3ccc(F)cc3)NC2=O)c(C)n1-c1ccc(S(N)(=O)=O)cc1	4	-3	6	2	-7	-1	-35	22	-1	-12
O=Cc1ccc2c(c1)OCCOCCOCCOCCO2	1	5	-1	-4	1	3	5	0	-5	-2
COc1ccc(-c2cccc(NC(=O)c3ccco3)c2)nn1	0	1	-4	1	-3	-7	-7	1	-6	2
CCCCNC(=O)c1cc2c(C)cc(C)cc2[nH]1	-1	-2	-2	3	-3	3	-1	4	-1	-3
Cc1ccc(C(=O)N/C(=C\c2ccc([N+](=O)[O-])cc2)C(=O)NCCc2ccccc2)cc1	-2	-2	-3	1	0	0	5	2	-2	-3
O=C(COc1ncnc2cc(Cl)ccc12)c1ccccc1	-1	3	1	8	0	-1	1	-2	2	-4
Nc1ncnc2c1ncn2[C@@H]1O[C@H](CNCc2cn(CC(=O)NC3CC3)c3ccccc23)[C@@H](O)[C@H]1O	-2	2	0	0	1	-2	-3	0	-2	5
COc1ccccc1C(=O)NC(=O)COC(=O)c1cnc(C)cn1	-8	1	1	1	-1	-4	2	1	3	-7
O=C(Nc1nc(-c2ccc3ccccc3c2)cs1)C1CCN(S(=O)(=O)c2cccs2)CC1	4	-1	1	3	2	-8	-17	8	-3	-8
CCOC(=O)c1[nH]c2c(c1-c1ccccc1)C(=O)CC(c1ccc(OCC)cc1)C2 (stereo unspecified)	-1	1	0	-4	6	11	-6	3	6	-5

In the list so far, these have a cyano group.
SMILES	NPR2 activator	PRMT1 inh	UHRF1 binding	TCR-CD3 inh	GC-A act	SIAE primary	HTRA1 inhibitor	rCAG RNA binder	MBD2 inh	mABHD4 FP
C/C(=C(\C#N)C(=O)NCCCN1CCOCC1)N(C)C	2	-2	0	11	-10	0	2	0	-4	1
Cn1c(N)c(Br)c(-c2ccc(F)cc2)c(C#N)c1=O	-4	0	3	1	-3	-4	11	-1	1	7
COc1ccc(C(C#N)=Cc2ccccc2OC)cc1	-7	3	4	-4	-5	1	-23	2	4	-4

Next results follow.
SMILES	NPR2 activator	PRMT1 inh	UHRF1 binding	TCR-CD3 inh	GC-A act	SIAE primary	HTRA1 inhibitor	rCAG RNA binder	MBD2 inh	mABHD4 FP
COc1ccc(N2CCN(CC(O)COc3ccccc3[N+](=O)[O-])CC2)cc1 (stereo unspecified)	-5	-3	-4	0	2	7	6	-8	-4	9
Cn1c(=O)n(C)c2cc(S(=O)(=O)NCCOCCO)ccc21	0	0	4	-9	-3	2	-1	-1	7	-3
CCOC(=O)c1cnc(-n2nc(C)cc2C)nc1NC1CCCC1	-7	2	-3	-3	-5	0	16	-8	1	4
CCOc1ccc(CCNC(=O)COC(=O)c2ccc(OC(C)C)cc2)cc1OCC	-2	0	-1	-8	-1	1	4	-10	1	3
CC1CCCCN1S(=O)(=O)c1ccc(C(=O)Nc2nnc(-c3ccccn3)o2)cc1 (stereo unspecified)	-2	-1	-3	7	1	1	2	26	-4	-1
CCN(C[C@H]1N[C@@](Cc2ccccc2)(C(=O)OC)[C@H]2C(=O)N(C)C(=O)[C@@H]12)C(=O)COC	-2	1	-1	5	2	0	3	2	0	6
COc1ccc(-c2cc(C(F)(F)F)nc(SCC(=O)N(C)Cc3cnn(C)c3C)n2)cc1OC	-3	-3	-1	4	1	5	6	-6	4	0
COc1ccccc1NC(=O)C(C(C)C)N1C(=O)c2ccccc2C1=O (stereo unspecified)	-8	-1	2	-6	3	-2	-4	-8	2	-3
COc1ccc(Cl)cc1NC(=S)NCCSc1ccc(C)cc1	5	1	1	-1	-2	-7	-34	3	2	-34
O=c1oc(-c2ccco2)nc2ccccc12	-4	-1	0	3	-2	-4	-4	7	1	-3
Cc1cc2ccccc2c(=O)[nH]1	0	1	3	-6	0	-2	6	-2	0	3
CN(C)C=NC1=NN(c2cccc(C(F)(F)F)c2)CC1	0	6	2	-17	-6	1	1	2	7	-10
Cc1ccc(N2CCN(C(=O)C(=O)c3ccc(F)c(F)c3)CC2)cc1	1	11	4	2	-1	-2	·	0	5	-6
CN(Cc1nc2ccc(F)cc2[nH]1)Cc1nc(CC2CC2)no1	0	0	0	9	0	10	4	-3	-3	-2
O=C(C1CCN(S(=O)(=O)c2cnc[nH]2)CC1)N1CCc2ccccc2C1	-1	-3	30*	-2	-3	-13	0	2	-2	-1
CCCCCN(C(=O)CCC(=O)OCC(=O)Nc1cccc(SC)c1)c1c(N)n(CCCC)c(=O)[nH]c1=O	-2	-3	3	8	0	-6	11	-3	-7	2
COC(=O)c1ccc(COC(=O)CNC(=O)CNC(=O)c2ccc(OC)cc2)cc1	1	1	-1	-3	-5	-20	1	-6	0	1
c1ccc(-c2csc3ncnc(NCCCN4CCOCC4)c23)cc1	-11	-3	-5	6	-1	0	-1	-1	0	3
O=C(NCc1ccccc1F)c1cc(=O)[nH]c2ccccc12	3	0	3	-4	-1	2	-1	2	-3	2
O=C(COC(=O)C1CCC1)NCc1ccc(F)cc1	1	-1	-3	7	6	-5	1	-1	-5	6
O=C1NC[C@H](CCCCN2CCN(CCc3ccccc3)C(=O)C2=O)N(CCC2CCCCC2)C1=O	-1	0	-6	1	1	-3	·	1	2	1
Cc1cc(Cl)ccc1NC(=O)CN1CCC(C(O)(c2ccccc2)c2ccccc2)CC1	-3	0	4	-2	-8	-7	-71	4	-2	-8
N#C/C(=C/c1ccc(N2CCCCC2)o1)C(=O)Nc1ccc2ccccc2c1	0	-25	-14	1	13	21*	37*	-22	-9	14
Cc1onc(-c2c(Cl)cccc2Cl)c1NC(=O)NN(C)C	-2	2	4	-8	5	-2	-8	-2	0	-3
O=C(CN1CCN(S(=O)(=O)c2ccccc2)CC1)NCCc1ccccc1	1	0	1	3	-3	6	8	-4	-5	3
SMILES	NPR2 activator	PRMT1 inh	UHRF1 binding	TCR-CD3 inh	GC-A act	SIAE primary	HTRA1 inhibitor	rCAG RNA binder	MBD2 inh	mABHD4 FP
COc1ccc2c(=O)c3c(=O)n(Cc4ccco4)c(C(C)C)nc3oc2c1	-6	3	0	1	-1	4	0	-1	-5	2
COc1cccc(-n2c(SCC(=O)NCCC3=CCCCC3)nc3n[nH]c(C)c3c2=N)c1	-21	3	-3	6	-18	-13	·	2	1	-8
CCOc1cc(NC(=O)c2cccs2)c(OCC)cc1NC(=O)CCC(=O)NCCN1CCOCC1	2	3	1	-12	3	-1	1	0	-4	5
CC(C)(C)[C@H]1COC(=O)CCCC/C=C\C[C@H](CC(=O)NCCO)C(=O)N1	5	-2	-3	-9	1	15	0	-9	-3	1
COc1cc(OC)c(C(=O)OCC(=O)NC2CCCCCCC2)cc1OC	-2	4	3	4	-4	3	3	-3	-1	11
O=C(CNC(=O)c1ccccc1Cl)N/N=C/c1ccc2c(c1)OCO2	-5	-2	-2	3	-1	1	2	1	-3	-2
COc1ccc2nc(SCC(=O)Nc3cc(OC)c(OC)cc3C(=O)O)c(C)cc2c1	-4	0	10	6	-1	8	-7	32	5	4

In the list so far, these have a furan ring, fused or not:
SMILES	NPR2 activator	PRMT1 inh	UHRF1 binding	TCR-CD3 inh	GC-A act	SIAE primary	HTRA1 inhibitor	rCAG RNA binder	MBD2 inh	mABHD4 FP
COc1ccc(-c2cccc(NC(=O)c3ccco3)c2)nn1	0	1	-4	1	-3	-7	-7	1	-6	2
O=c1oc(-c2ccco2)nc2ccccc12	-4	-1	0	3	-2	-4	-4	7	1	-3
N#C/C(=C/c1ccc(N2CCCCC2)o1)C(=O)Nc1ccc2ccccc2c1	0	-25	-14	1	13	21*	37*	-22	-9	14
COc1ccc2c(=O)c3c(=O)n(Cc4ccco4)c(C(C)C)nc3oc2c1	-6	3	0	1	-1	4	0	-1	-5	2

A portion of the library. The share of hits here may be higher or lower than overall.
